eLon inh: inhibitors of E. coli Lon protease; P0A9M0; purified E. coli Lon protease, fluorescence polarization; inhibition, % at 7.94 µM; 360,000 tested, 0.42% active; AID 602123; in the data active means inhibition above about 13%, passing the limit was not always enough;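 further: 0% = enzyme with probe and DMSO and 100% = no enzyme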
Target sequence (P0A9M0 whole entry, looked up): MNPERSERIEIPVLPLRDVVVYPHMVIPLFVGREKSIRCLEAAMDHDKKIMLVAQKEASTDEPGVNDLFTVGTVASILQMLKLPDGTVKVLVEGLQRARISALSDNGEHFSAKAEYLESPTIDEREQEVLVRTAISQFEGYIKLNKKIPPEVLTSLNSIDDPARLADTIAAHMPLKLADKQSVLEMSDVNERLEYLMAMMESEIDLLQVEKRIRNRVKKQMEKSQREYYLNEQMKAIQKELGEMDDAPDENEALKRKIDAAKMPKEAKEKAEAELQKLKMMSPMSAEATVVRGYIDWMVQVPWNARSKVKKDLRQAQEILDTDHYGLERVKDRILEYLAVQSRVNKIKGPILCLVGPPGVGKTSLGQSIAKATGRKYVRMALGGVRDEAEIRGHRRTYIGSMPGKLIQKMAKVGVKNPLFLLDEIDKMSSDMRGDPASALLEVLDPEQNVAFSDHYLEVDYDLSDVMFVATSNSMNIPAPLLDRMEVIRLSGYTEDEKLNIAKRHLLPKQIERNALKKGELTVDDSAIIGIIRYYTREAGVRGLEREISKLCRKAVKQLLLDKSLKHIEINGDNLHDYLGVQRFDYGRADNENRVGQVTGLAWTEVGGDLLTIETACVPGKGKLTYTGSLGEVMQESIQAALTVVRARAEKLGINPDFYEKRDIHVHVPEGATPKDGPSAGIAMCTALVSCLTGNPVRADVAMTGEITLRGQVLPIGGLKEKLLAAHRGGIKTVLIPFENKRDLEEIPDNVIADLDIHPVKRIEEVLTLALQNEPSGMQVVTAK
Rin1 Abl inh: blocks binding of human Rin1 to Abl; inhibition, % at 7.35 µM; 360,000 tested, 0.4% active; TR-FRET Rin1/Abl binding, biochemical; P00519+Q13671; in the data active means inhibition above about 5%, passing the limit was not always enough
MLLE-PAM2 inh: blocks PAM2 peptide binding to the PABP1 MLLE domain; GST-MLLE / FITC-PAM2 fluorescence polarization; inhibition, % at 20 µM; 360,000 tested, 0.36% active; AID 588489; in the data active means inhibition above about 35%, passing the limit was not always enough;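 further: plate controls were DMSO wells with GST-MLLE for no effect and wells lacking GST-MLLE protein for full effect; some results filed as inactive read as strong as hits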
MsrA act: bovine methionine sulfoxide reductase A activation; purified bovine MsrA, absorbance read-out; activation, % at 10.6 µM; 360,000 tested, 0.3% active; AID 602163; in the data active means activation above about 7.5%;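 further: 0% = vehicle and 100% = reference activator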
Rpn11 block: inhibitors of human proteasome Rpn11; O00487; calls only at 20 µM; 360,000 tested, 0.59% active; human 26S proteasome, Ub4-pepOG fluorescence polarization; 20S core pre-blocked with epoxomicin;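 active means inhibition at 20 µM, scaled to each plate's controls, above about 33%, limit read from the data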
MT1-MMP act inh: blocks activation of human MT1-MMP | P50281 | 360,000 tested, 0.061% active | AID 651647 | HT1080 RFP-PRO-GFP cells, GFP/RFP ratio fluorescence, overnight; percent of plate control window, DMSO zero | GFP/RFP ratio change, % at 20 µM;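 active means GFP/RFP ratio change of at least 30% with cell ATP level not reduced by more than half and red fluorescence within 50% of control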; further: strong numbers were not always called active
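Assay system: RFP-PRO-GFP reporter HT1080 cells; read-out basis: GFP/RFP fluorescence ratio; benchmarks: DMSO wells and RFP-L50D-GFP cells; doses: 20 µM single dose, 1% DMSO; schedule: overnight cell settling, then overnight compound exposure, 37 °C, 5% CO2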
MsrA inhibitor: bovine MsrA inhibition. purified bovine MsrA, absorbance read-out. inhibition, % at 15.5 µM. 360,000 tested, 0.75% active; in the data active means inhibition above about 4.5%;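 further: 0% = vehicle wells with enzyme and 100% = reference inhibitor wells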
CSN inh: inhibitors of human CSN-mediated cullin deneddylation; Purified CSN, SCF-Nedd8-OG deneddylation, fluorescence polarization; inhibition, % at 12.5 µM; 360,000 tested, 0.38% active;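 active means pattern-corrected inhibition above about 35%, with an unprinted fluorescence ratio check between 0.5 and 1.5, limit read from the data, passing the limit was not always enough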;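 further: 0% = enzyme with substrate and 100% = substrate without enzyme; some results filed as inactive read as strong as hits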
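Test system: Human Csn5 produced in HEK293T cells | Compound: 12.5 µM single point | Times: 90 min, room temperature | Signal: Fluorescence polarization readout | Read-out basis: % inhibition of substrate cleavage by Csn5 | Controls: no-enzyme wells high, enzyme-with-substrate wells low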
FAS TE block: inhibitors of human fatty acid synthase thioesterase domain. P49327. recombinant FAS-TE, OMFH fluorogenic substrate, fluorescence endpoint. inhibition, % at 15 µM. 360,000 tested, 0.67% active;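 active means compounds whose normalised, plate-corrected inhibition of enzyme fluorescence in the single-dose primary screen is 50% or more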;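 further: 0% = DMSO with enzyme and 100% = substrate without enzyme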
An asterisk follows results filed as active; i = inactive; nt = no result given. Outcome played no part in choosing rows; overall some 3.7% were active at least once.

Keys – A = eLon inh; B = Rin1 Abl inh; C = MLLE-PAM2 inh; D = MsrA act; E = Rpn11 block; F = MT1-MMP act inh; G = MsrA inhibitor; H = CSN inh; I = FAS TE block
> CC(C)C[C@H](N)c1cn([C@@H](Cc2ccc(O)cc2)C(=O)N2CCNCC2)nn1
  A = -10	B = 6	C = 9	D = -2	E = i	F = 4	G = 0.0	H = 0	I = -3

> O=C(CCCNS(=O)(=O)c1ccc(Br)cc1)N1CC[C@@]2(O)CCCC[C@H]2C1
  A = -1	B = 3	C = 3	D = -11	E = i	F = 5	G = 0.3	H = -1	I = -1

> CCCCOc1ccc(C(=O)Nc2ccc(CN3CCOCC3)cc2)cc1
  A = 4	B = -4	C = -6	D = -3	E = i	F = -2	G = 0.1	H = 2	I = -3

> CCc1nnc(NS(=O)(=O)c2ccc(NC(=O)COc3ccc(Cl)c(C)c3)cc2)s1
  A = -5	B = -1	C = -8	D = -3	E = i	F = 7	G = -1.2	H = -8	I = 2

> Cc1cc(=O)oc2cc(OCC(=O)N3CCCC(C)C3)ccc12 (configuration not stated)
  A = 1	B = 0	C = 5	D = 2	E = i	F = 6	G = 2.2	H = -1	I = 8

> COc1ccc(N2CCN(C(c3cccs3)C(C)NC(=O)C(=O)N3CCCC3)CC2)cc1 (configuration not stated)
  A = 1	B = -1	C = 19	D = -2	E = i	F = -1	G = -0.3	H = 4	I = -2

> N=c1sccn1CC(=O)Nc1ccccc1Sc1ccccc1
  A = -6	B = -1	C = 11	D = -11	E = i	F = 3	G = 2.8	H = 0	I = -34

> Cc1[nH]c(=O)[nH]c(=O)c1S(=O)(=O)N1CCCC(C(=O)N2CCN(c3ccccc3Cl)CC2)C1 (configuration not stated)
  A = -1	B = -1	C = -5	D = -8	E = i	F = 2	G = nt	H = -1	I = 4

> COc1cc(-c2csc(N3CCOCC3)n2)cc(OC)c1OC
  A = 0	B = -2	C = -18	D = 0	E = i	F = 4	G = 0.1	H = -1	I = 0

> Cc1cc(C)c2c(n1)SCC(=O)N2CC(=O)Nc1ccc(F)cc1
  A = -7	B = -4	C = 13	D = -1	E = i	F = -2	G = -0.1	H = -1	I = -1

> COc1ccccc1NC(=O)CC1COc2ccccc2O1 (configuration not stated)
  A = 2	B = 2	C = 5	D = -5	E = i	F = 3	G = 0.4	H = -4	I = 1

> CCc1cccc(Nc2cc(C)nc3ncnn23)c1
  A = 0	B = 0	C = 7	D = -8	E = i	F = 6	G = 0.3	H = -4	I = -8

> O=C(OCCOc1ccc(Br)cc1)c1cnccn1
  A = -3	B = -1	C = -8	D = 0	E = i	F = -2	G = 0.5	H = -2	I = -1

> CC(=O)Nc1ccc(SCC(=O)OCC(=O)NC(=O)NC2CCCC2)cc1
  A = -6	B = 3	C = 15	D = -2	E = i	F = 2	G = -0.5	H = -4	I = -5

> COCCn1c(C)cc(C(=O)CSc2nc3ccccc3c(=O)[nH]2)c1C
  A = -2	B = -2	C = 19	D = -7	E = i	F = 0	G = 1.2	H = -4	I = 1

> O=C1/C(=C/c2ccc(Br)cc2)Oc2cc(O)ccc21
  A = -183	B = 1	C = -46	D = -3	E = i	F = -12	G = 1.2	H = 24	I = -4

> Cc1ccccc1Oc1ncnc2sccc12
  A = -2	B = -4	C = -8	D = -2	E = i	F = -3	G = -0.5	H = 2	I = -3

> CCC(c1nnnn1-c1c(C)cccc1C)N1CCN(CCN2CCOCC2)CC1 (configuration not stated)
  A = 2	B = nt	C = nt	D = -2	E = nt	F = 7	G = -1.7	H = 3	I = -14

> Cc1ccc(NC(=O)CC2Oc3ccc(C)cc3NC2=O)cc1 (configuration not stated)
  A = 3	B = 0	C = 4	D = -5	E = i	F = 5	G = -0.5	H = -1	I = -4

> COc1ccc(Oc2c(C=O)c3ccccc3n2C)cc1
  A = -6	B = 1	C = -4	D = 1	E = i	F = 5	G = 0.4	H = -2	I = 7

> C/C(=N\n1c(C)nc2ccccc2c1=O)c1ccc(C)o1
  A = -5	B = -1	C = -8	D = -2	E = i	F = -2	G = -0.7	H = 2	I = 0

> CCOc1ccc(C(=O)CCCC(=O)c2ccc(OCC)cc2)cc1
  A = -11	B = 2	C = 1	D = -2	E = i	F = 4	G = 1.4	H = -5	I = -2

> Cc1cc(C)c(N2CCN(S(=O)(=O)N3CCCCCC3)CC2)c(C)c1
  A = -5	B = 0	C = 0	D = -9	E = i	F = -5	G = -0.4	H = 6	I = 22

> Cc1noc(C)c1NC(=O)N(C)C[C@H]1Oc2ccc(NC(=O)Cc3ccccc3)cc2C(=O)N([C@H](C)CO)C[C@@H]1C
  A = 13	B = 2	C = 7	D = -4	E = i	F = 1	G = 0.7	H = -7	I = -11

> O=C(NCc1ccco1)C1CCN(C(=O)c2ccc(Cl)cc2Cl)CC1
  A = -5	B = -4	C = 5	D = -1	E = i	F = -5	G = -1.2	H = -6	I = -3

Some entries already given with just MsrA act and MsrA inhibitor:
SMILES,MsrA act,MsrA inhibitor
CC(=O)Nc1ccc(SCC(=O)OCC(=O)NC(=O)NC2CCCC2)cc1,-2,-0.5
Cc1ccccc1Oc1ncnc2sccc12,-2,-0.5
Cc1noc(C)c1NC(=O)N(C)C[C@H]1Oc2ccc(NC(=O)Cc3ccccc3)cc2C(=O)N([C@H](C)CO)C[C@@H]1C,-4,0.7
C/C(=N\n1c(C)nc2ccccc2c1=O)c1ccc(C)o1,-2,-0.7
N=c1sccn1CC(=O)Nc1ccccc1Sc1ccccc1,-11,2.8

Next part
Keys – A = eLon inh; B = Rin1 Abl inh; C = MLLE-PAM2 inh; D = MsrA act; E = Rpn11 block; F = MT1-MMP act inh; G = MsrA inhibitor; H = CSN inh; I = FAS TE block
> CC(C)(C)[C@H]1C=C(C(=O)NCc2ccccc2)O[C@@H](OCc2ccc(CO)cc2)C1
  A = 2	B = 2	C = 0	D = -3	E = i	F = 2	G = -0.3	H = -6	I = 7

> CCCC1S/C(=N/N=C/c2ccco2)NC1=O (configuration not stated)
  A = 10	B = -1	C = -13	D = -4	E = i	F = -1	G = 4.7*	H = -16	I = -13

> O=C(O)Cc1ccc(NC(=O)c2cccc(NC(=O)c3ccco3)c2)cc1
  A = -8	B = 3	C = -9	D = -15	E = i	F = 0	G = 0.0	H = -7	I = -10

> Nc1ccc(S(=O)(=O)Nc2nccc(/C=C/c3ccc(Cl)cc3)n2)cc1
  A = 2	B = 1	C = 0	D = -3	E = i	F = -3	G = 1.0	H = -4	I = -3

> O=C(CCN1CCN(c2ccccc2)CC1)Nc1cccc(Br)c1
  A = 2	B = -5	C = 6	D = -1	E = i	F = 0	G = -1.5	H = -1	I = 3

> O=C(c1ccccc1F)N1CCN(C(=O)C2CC2)CC1
  A = -4	B = -3	C = 0	D = -2	E = i	F = -2	G = 0.3	H = 1	I = -7

> O=C(Cc1ccccc1)N1CCCC(c2nc(-c3ccc(S(=O)(=O)N4CCCC4)cc3)no2)C1 (configuration not stated)
  A = -1	B = 0	C = -2	D = -2	E = i	F = -5	G = 0.5	H = 5	I = -10

> CC1=C(C(=O)N(C(C)C)C(C)C)CC(CC(=O)NCc2cccc3ccccc23)C(=O)N1Cc1ccc(C(C)(C)C)cc1 (configuration not stated)
  A = 0	B = 4	C = 2	D = -8	E = i	F = -19	G = 0.1	H = -4	I = 23

> COc1ccc(C(=O)C[N+]2(C)CCOCC2)cc1
  A = -6	B = 0	C = -131	D = -1	E = i	F = 24	G = 1.4	H = 1	I = -8

> c1ccc2sc(-c3ccncc3)nc2c1
  A = -4	B = -4	C = -3	D = -3	E = i	F = 2	G = -0.3	H = 4	I = -4

> O=C1c2ccc(-c3ccc(F)cc3OCc3ccccc3)cc2S(=O)(=O)c2cccc(C(=O)N3CCCC3)c21
  A = 3	B = 3	C = 10	D = -3	E = i	F = 3	G = nt	H = -3	I = 62*

> COc1cccc(/C=N/NC(=O)CCn2cnc3ccccc32)c1
  A = 7	B = 3	C = 13	D = -1	E = i	F = 2	G = -0.2	H = -1	I = -3

> COc1ccc(OC)c(NC(=O)CSc2nc(O)cc(=O)n2CC(C)C)c1
  A = -3	B = -1	C = 15	D = 1	E = i	F = -2	G = 0.0	H = 2	I = -3

> COC(=O)c1ccccc1NC(=O)CSc1ccccn1
  A = -2	B = -1	C = -5	D = -4	E = i	F = -4	G = 0.2	H = -6	I = -1

> CCOC(=O)c1c(C)sc2c1N(C(=O)CN(CC)CC)c1ccccc1S2
  A = -4	B = 0	C = 1	D = 0	E = i	F = 0	G = 1.3	H = -3	I = -1

> COc1ccc(-n2c(=O)c3ccccc3n(CC(=O)Nc3cccc(OC)c3)c2=O)cc1
  A = -8	B = 0	C = -1	D = -3	E = i	F = 2	G = -0.6	H = 1	I = 3

> CCc1ccc(CN2CCN(c3ncccn3)CC2)cc1
  A = -5	B = 2	C = 11	D = -3	E = i	F = 5	G = 0.8	H = 0	I = -7

> CC(=O)N1CCN(c2ccc(NC(=O)c3ccccc3Cl)cc2)CC1
  A = -11	B = 0	C = 2	D = -4	E = i	F = 1	G = 0.3	H = -2	I = -2

> O=C(NNS(=O)(=O)c1ccccc1F)c1cccc(S(=O)(=O)N2CCOCC2)c1
  A = 0	B = 3	C = -3	D = -5	E = i	F = 1	G = -0.8	H = 3	I = -6

> Cc1ccccc1Cn1c2ccccc2c2cnn(CC(=O)N3CCN(c4ccccc4)CC3)c(=O)c21
  A = -5	B = 3	C = -5	D = -3	E = i	F = 6	G = -1.0	H = 0	I = 41

> COc1ccccc1N1CCN(C(=O)C(C)N(c2ccc(C)cc2)S(C)(=O)=O)CC1 (configuration not stated)
  A = -10	B = 2	C = 12	D = -10	E = i	F = -1	G = -0.2	H = -6	I = -3

> COCCN(Cc1cc2ccc(C)cc2n2nnnc12)Cc1nnnn1C(C)(C)C
  A = -9	B = 1	C = 10	D = 1	E = i	F = -3	G = 2.1	H = -5	I = -5

> C=CCOc1ccc(Br)cc1/C=C1\NC(=S)N(C(C)=O)C1=O
  A = -28	B = 0	C = -8	D = -9	E = i	F = 7	G = 0.6	H = 5	I = 1

> COC(=O)c1ccc(CNC(=O)c2ccc(S(=O)(=O)N3CCCC(C)C3)cc2)cc1 (configuration not stated)
  A = 3	B = -1	C = -26	D = -3	E = i	F = -2	G = 0.1	H = -1	I = -12

> COC(=O)C1C2C=CC3(CN(C(C)C)C(=O)C13)O2 (configuration not stated)
  A = 6	B = -2	C = -11	D = -1	E = i	F = -3	G = 0.3	H = -1	I = -4

One compound at a time (already shown).
CC(=O)N1CCN(c2ccc(NC(=O)c3ccccc3Cl)cc2)CC1 is listed with eLon inh: -11; Rin1 Abl inh: 0; MLLE-PAM2 inh: 2; MsrA act: -4; Rpn11 block: i; MT1-MMP act inh: 1; MsrA inhibitor: 0.3; CSN inh: -2; FAS TE block: -2
COc1ccc(OC)c(NC(=O)CSc2nc(O)cc(=O)n2CC(C)C)c1 is listed with eLon inh: -3; Rin1 Abl inh: -1; MLLE-PAM2 inh: 15; MsrA act: 1; Rpn11 block: i; MT1-MMP act inh: -2; MsrA inhibitor: 0.0; CSN inh: 2; FAS TE block: -3
